EP2 mod: EP2 receptor (human) modulation. P43116. EP2-expressing cells, cAMP HTRF FRET, PGE2 co-stimulation. induction, % at 25 µM. actives 0.83% (n = 260,000);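 active = compounds whose cAMP rise, as percent of the full-agonist control response, exceeds 60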;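 also: rat C6 glioma line stably carrying human EP2 under a CMV promoter; the protocol text gives 20 µM as final concentration; 100% = response of wells given 1 µM PGE2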
Target sequence (P43116 whole entry, looked up): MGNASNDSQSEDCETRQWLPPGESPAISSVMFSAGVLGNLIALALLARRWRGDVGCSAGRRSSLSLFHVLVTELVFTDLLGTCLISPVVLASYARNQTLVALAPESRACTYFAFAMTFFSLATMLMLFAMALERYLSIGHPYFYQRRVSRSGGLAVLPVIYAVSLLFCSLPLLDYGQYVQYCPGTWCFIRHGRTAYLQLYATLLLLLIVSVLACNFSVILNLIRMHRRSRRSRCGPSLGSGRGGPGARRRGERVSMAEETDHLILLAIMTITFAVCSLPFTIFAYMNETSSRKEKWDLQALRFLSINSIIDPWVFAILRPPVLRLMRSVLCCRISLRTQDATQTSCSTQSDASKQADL
Ba/F3 V617F tox: lowers viability of Ba/F3 cells expressing EpoR and JAK2V617F; ATP luminescence; inhibition, % at 5.6 µM; actives 1.1% (n = 220,000); AID 1446;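 active = inhibition above the campaign mean plus 3 SD over all tested compounds, cut at about 24% in these data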;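 also: cytokine-independent growth of Ba/F3 cells driven by EpoR plus mutant JAK2; 0% = DMSO-treated cells and 100% = JAK inhibitor I control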
zfTRPN1 agonist: activates the zebrafish TRPN1 channel | HEK293 zebrafish TRPN1-YFP, Fluo-8 calcium fluorescence; 100% = response to 87 µM carbachol | activation, % at 3 µM | actives 0.18% (n = 220,000) | AID 1424;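 active = activation above its plate's cutoff, the mean activation of test wells on that plate plus 3 SD, cut at about 19% in these data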;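 also: 0% = DMSO alone and 100% = 87 µM carbachol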
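Material: zebrafish TRPN1-YFP in HEK293 cells. Doses: one dose of 3 µM, 0.3% DMSO. Incubation: dye 1 h 37 °C plus 30 min RT. Measured by: intracellular calcium fluorescence with Fluo-8.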
BaF3 tox: parental Ba/F3 viability inhibition as JAK2V617F counter-screen | CellTiter-Glo ATP luminescence | inhibition, % at 5.6 µM | actives 1.1% (n = 220,000) | AID 1486;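 active = inhibition above a per-campaign cutoff, the mean inhibition of all tested compounds plus 3 SD, cut at about 27% in these data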;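 also: 0% = DMSO wells and 100% = JAK Inhibitor I control wells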
S1P4 agonist: human S1P4 receptor agonism. AID 1509. S1P4-expressing cell line, agonist reporter assay. actives 0.35% (n = 220,000). activation, % at 4.98 µM. O95977; in the data active = activation above about 11%;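 also: 0% = DMSO vehicle and 100% = reference agonist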
Target sequence (O95977 whole entry, looked up): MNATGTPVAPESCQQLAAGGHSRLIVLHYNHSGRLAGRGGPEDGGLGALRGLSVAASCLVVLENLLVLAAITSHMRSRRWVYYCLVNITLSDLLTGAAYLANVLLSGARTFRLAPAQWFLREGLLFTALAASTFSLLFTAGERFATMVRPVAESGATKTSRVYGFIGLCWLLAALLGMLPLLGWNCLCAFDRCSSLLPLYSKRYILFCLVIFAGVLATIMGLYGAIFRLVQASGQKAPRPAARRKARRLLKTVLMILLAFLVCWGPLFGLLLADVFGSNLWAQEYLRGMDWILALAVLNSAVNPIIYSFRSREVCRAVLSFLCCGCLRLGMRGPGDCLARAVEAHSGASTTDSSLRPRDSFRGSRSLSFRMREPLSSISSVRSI
TRPML3 agonist: activates the human TRPML3 channel; HEK293 TRPML3-YFP, Fluo-8 calcium fluorescence; 100% = the carbachol control signal; activation, % at 3 µM; actives 0.29% (n = 220,000);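 active = activation above its plate's cutoff, the mean activation of the plate's test wells plus 3 SD, cut at about 12% in these data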;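 also: 0% = DMSO only wells and 100% = carbachol wells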
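Test system: TRPML3-YFP stable HEK293 cells. Doses: single point at 3 µM. Incubation: dye loading 1 h 37 °C then 30 min ambient, 125 s read. Signal: Fluo-8 calcium dye fluorescence, ex 470-495, em 515-575 nm. Measure: percent activation from peak-to-basal fluorescence ratio, scaled between DMSO and carbachol.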
m-calpain inh: calpain II (pig) inhibition; inhibition, % at 16 µM; purified calpain II, fluorogenic peptide substrate, 30 min; actives 0.37% (n = 220,000);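 active = inhibition above about 50%, limit read from the data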
PERK inhibitor: inhibitors of human PERK kinase. inhibition, % at 5.6 µM. Q9NZJ5. CHO PERK-DD fusion, SEAP luminescence translation reporter. actives 0.17% (n = 220,000);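 active = inhibition above the mean inhibition of all tested compounds plus 3 SD, set separately per screening campaign, cut at about 2.9% in these data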;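 also: PERK kinase domain activated by AP20187 dimerizer at 100 nM; 0% = DMSO with dimerizer and 100% = rapamycin at 8.4 µM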
S1P4 antagonist: antagonists of human S1P4 receptor. S1P4-expressing cells, antagonist mode, reporter read-out. inhibition, % at 4.98 µM. actives 0.26% (n = 220,000). AID 1510; in the data active = inhibition above about 29%;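 also: 0% = wells stimulated with agonist and 100% = vehicle wells without agonist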
An asterisk follows results filed as active; i = inactive; & = joins results of further samples.

SMILES | EP2 mod | Ba/F3 V617F tox | zfTRPN1 agonist | BaF3 tox | S1P4 agonist | TRPML3 agonist | m-calpain inh | PERK inhibitor | S1P4 antagonist
Cc1cc(C)n2nc(SCC(=O)N(Cc3ccccc3)C3CCS(=O)(=O)C3)nc2n1 (centres undefined) | 20 | -2 | 1.0 | 1 | 1.0 | -0.5 | -3 | 1.2 | 6
CC(C)(C)C(=O)n1nc(-c2ccccc2)oc1=O | 28 | -5 | 0.0 | -2 | 0.1 | 0.7 | -13 | 0.7 | -8
O=C(CSc1nnc(-c2cccnc2)n1CCc1ccccc1)N1CCCCC1 | -6 | 5 | 0.3 | 7 | -0.9 | -0.2 | -28 | -0.6 | 3
Cc1nc(S/C(=C/c2ccc(-c3cccc(Cl)c3)o2)C(=O)O)n[nH]1 | -4 | 1 | 0.5 | 0 | -0.3 | 0.3 | -42 | 0.2 | -15
COc1ccc2cc(CN(C(=O)Nc3ccccc3OC)C3CCCC3)c(=O)[nH]c2c1 | -13 | -1 | -0.1 | 4 | 0.3 | -1.1 | -7 | -1.6 | 4
O=C(CSc1nc2ccccc2[nH]1)c1ccc2c(c1)OCO2 | -1 | 1 | 2.4 | 1 | -1.7 | 0.4 | -22 | -0.9 | -9
CC(C)CSc1ncnc2c1oc1nc3c(cc12)COC(C)(C)C3 | 26 | 0 | 1.2 | 2 | 2.1 | 0.5 | -30 | 0.7 | 3
CSCCc1nc(SCC(=O)Nc2nnc(C)s2)[nH]c1C | 8 | 4 | -0.6 | 7 | 2.5 | -0.7 | -29 | -0.5 | 11
O=c1c2nncn2c2cc(C(F)(F)F)ccc2n1CCNc1ncc(C(F)(F)F)cc1Cl | 3 | 0 | 2.1 | -5 | 0.2 | 0.9 | -36 | 1.2 | 1
CC(C)CCN1CCN(Cc2ccon2)CC1CCO (centres undefined) | 11 | 2 | 1.6 | 4 | 0.4 | 0.5 | -26 | 2.1 | -16
CCc1ccc(O)c(-c2cc(C(=O)Nc3cccnc3)[nH]n2)c1 | -86 | -1 | 3.0 | 0 | 1.0 | 0.1 | 23 | -2.1 | -10
CCOC(=O)C1=C(C)NC(C)=C(C(=O)OCC)C1C | 1&21 | 2&2 | -3.5&-2.8 | -2&2 | 1.1&3.1 | -1.5&-1.1 | -13&-57 | -0.7&-0.8 | -2&2
Cc1ccc(NC(=O)CN(C)c2ccc(S(=O)(=O)N3CCN(C)CC3)cn2)cc1 | 20 | 4 | 1.4 | 4 | 0.6 | -0.2 | 6 | -1.1 | 21
COCCN(Cc1cc2cc3c(cc2n2nnnc12)OCO3)C(=O)c1ccccc1F | 9 | 3 | 0.1 | 4 | 0.3 | -0.2 | -19 | -0.4 | 1
O=C(Nc1nccs1)c1cccc(NC(=O)c2ccco2)c1 | -8 | -5 | 2.0 | -1 | -2.1 | 1.2 | -17 | -0.4 | -12
O=C(c1ccccc1)c1ccc(OCC(O)CN2CCCC2)cc1 (centres undefined) | 4 | 0 | 1.8 | 2 | 0.1 | 0.0 | -24 | 0.5 | -12
CCCn1c(=S)[nH]c2ccc(C(F)(F)F)cc21 | 21 | -2 | -2.7 | 6 | 0.4 | -0.6 | -4 | 0.3 | -8
O=C(Nc1ccccc1C(=O)N1CCCCCC1)c1ccccc1 | 28 | -2 | -0.6 | -4 | -0.4 | -0.3 | 3 | 0.6 | 2
CC(=O)Nc1ccc(NC(=O)C(C)OC(=O)C2CC3C=CC2C3)cc1 (centres undefined) | 1 | 2 | 1.2 | 57* | 4.7 | 0.8 | 19 | 1.1 | -4
Cc1cc(-c2n[nH]c(=S)n2-c2ccc(C)c(C)c2)no1 | 24 | -3 | 2.6 | 5 | 2.2 | 0.5 | -13 | 3.3* | -7
Clc1cccc(CSc2nnc(-c3cccnc3)n2Cc2ccco2)c1 | -3 | -3 | -0.7 | -1 | -1.2 | 0.6 | 33 | -0.5 | -10
COc1cc(-c2nnco2)cc(OC)c1OC | -19&-20 | 1 | -0.4 | 0 | -1.6 | 0.0 | 17 | 0.8 | -20
Cc1ccc(-n2c(=O)[nH]cc(C(=O)N3CCc4ccccc43)c2=O)cc1 | 29 | 3 | 0.1 | 4 | -0.8 | 0.2 | 11 | 0.1 | -14
N#CCCn1cc(C=O)c(-c2cccs2)n1 | 1 | 0 | -1.1 | 4 | 0.4 | 0.6 | -15 | 0.1 | 2
CCCn1c(=O)c2c(c3ccccc31)OCC(=O)N2 | -4 | -3 | 1.8 | 3 | 0.0 | 0.4 | -14 | 1.5 | -11
COc1cc(C(C(=O)NC2CCCC2)N(C(=O)Cc2cccs2)C2CC2)cc(OC)c1OC (centres undefined) | 33 | 0 | -1.1 | 0 | -0.2 | -1.1 | -11 | 0.8 | 5
CCOC(=O)N1CCN(C(=O)CNCc2cccs2)CC1 | 2 | 5 | 1.4 | 5 | 2.2 | -0.1 | 16 | 0.5 | -8
CCSc1nnc(NC(=O)c2cccs2)s1 | 6 | -2 | 0.1 | -3 | 1.4 | 0.2 | 48 | 0.6 | -22
N#CC1=C(N)OC2=C(CCc3ccccc32)C1c1ccccc1 (centres undefined) | 17 | 1 | -0.7 | 3 | 0.9 | 0.4 | 23 | -0.3 | -13
Cc1ccc2nsnc2c1NC(=O)c1ccc(-c2cc(Cl)ccc2Cl)o1 | 16 | -1 | -0.6 | 1 | 1.3 | -0.7 | -39 | 0.9 | -1
CCCCC1(C)NC(=O)c2c(C)sc(C(=O)OCC)c2N1 (centres undefined) | 18 | 4 | -2.8 | 1 | 1.6 | -1.5 | i | -1.1 | -9
Cc1cc(=O)[nH]c(N/N=C/c2cccc([N+](=O)[O-])c2)n1 | -4 | 1 | 0.3 | 6 | -2.3 | 1.7 | -17 | 1.3 | -12
COCC(=O)N/N=C(\C)CC(=O)Nc1ccccc1C(N)=O | 20 | 0 | 1.3 | -1 | -0.2 | -0.4 | -24 | 0.1 | 1
O=C(O)CCN1CCc2ccccc21 | -13 | 0 | -0.1 | 4 | 1.3 | 0.2 | -3 | 0.2 | -4
O=C(N/N=C/c1ccc2cccnc2c1)c1nc2ccccc2c(=O)[nH]1 | -4 | -3 | 1.6 | -5 | -1.4 | 0.7 | -124 | 1.1 | 11
CCC(COC(=O)Nc1cccc(C)c1C)NC(=O)OCC(C)C (centres undefined) | -3 | -4 | -1.0 | 0 | -0.3 | 0.1 | 43 | -0.7 | 8
CCOC(=O)CN1C(=O)N[C@@H](c2ccccc2)C(C(=O)OC)=C1C | 16 | -3 | -0.4 | 2 | 0.5 | 0.0 | -12 | -1.1 | -2
CC(C)C(C)NC(=O)COC(=O)c1cccc(C(=O)OCC(=O)NC(C)C(C)C)n1 (centres undefined) | -27 | 6 | -0.1 | 10 | 1.0 | 0.1 | 20 | -0.2 | -2
Cc1ccccc1C(=O)Nc1ccc(O)cc1C(=O)O | 24 | -1 | 0.5 | 9 | 5.3 | 0.3 | -5 | 0.0 | -12
O=C(Nc1ccc(Cl)cc1)Nc1cc(S(=O)(=O)N2CCOCC2)ccc1N1CCCC1 | -25 | -2 | 1.0 | 1 | 0.9 | -0.2 | -68 | 0.9 | -20

A draw from above in order of heavy-atom count, ascending.
SMILES | EP2 mod | Ba/F3 V617F tox | zfTRPN1 agonist | BaF3 tox | S1P4 agonist | TRPML3 agonist | m-calpain inh | PERK inhibitor | S1P4 antagonist
Cc1ccccc1C(=O)Nc1ccc(O)cc1C(=O)O | 24 | -1 | 0.5 | 9 | 5.3 | 0.3 | -5 | 0.0 | -12
CCOC(=O)CN1C(=O)N[C@@H](c2ccccc2)C(C(=O)OC)=C1C | 16 | -3 | -0.4 | 2 | 0.5 | 0.0 | -12 | -1.1 | -2
CC(C)C(C)NC(=O)COC(=O)c1cccc(C(=O)OCC(=O)NC(C)C(C)C)n1 (centres undefined) | -27 | 6 | -0.1 | 10 | 1.0 | 0.1 | 20 | -0.2 | -2

Pulled by structure from the list above (two):
SMILES | EP2 mod | Ba/F3 V617F tox | zfTRPN1 agonist | BaF3 tox | S1P4 agonist | TRPML3 agonist | m-calpain inh | PERK inhibitor | S1P4 antagonist
CCCCC1(C)NC(=O)c2c(C)sc(C(=O)OCC)c2N1 (centres undefined) | 18 | 4 | -2.8 | 1 | 1.6 | -1.5 | i | -1.1 | -9
CCC(COC(=O)Nc1cccc(C)c1C)NC(=O)OCC(C)C (centres undefined) | -3 | -4 | -1.0 | 0 | -0.3 | 0.1 | 43 | -0.7 | 8

Carrying on.
SMILES | EP2 mod | Ba/F3 V617F tox | zfTRPN1 agonist | BaF3 tox | S1P4 agonist | TRPML3 agonist | m-calpain inh | PERK inhibitor | S1P4 antagonist
Cc1ccc(C2C(C#N)=C(N)OC3=C2C(=O)CC(C)(C)C3)s1 (centres undefined) | 12 | -1 | 0.2 | -6 | -0.7 | 0.1 | -19 | 1.0 | 4
c1ccc(-n2nnnc2-n2cnc3ccccc32)cc1 | 8 | 2 | -0.2 | 8 | 1.0 | 1.0 | -6 | 0.2 | -20
O=C(Cn1c(=O)n(Cc2ccco2)c(=O)c2c3c(sc21)CCCC3)Nc1ccccc1 | 50 | -5 | -0.3 | 1 | 3.9 | 0.2 | -247 | 0.2 | 0
CCNS(=O)(=O)c1ccc(NS(C)(=O)=O)cc1 | 30 | -1 | 1.0 | 4 | 0.4 | 0.3 | -3 | 1.1 | 1
O=C(CN1C(=O)/C(=C/c2cccc(Br)c2)SC1=S)N1CCCC1 | -13 | 0 | 1.4 | 8 | 0.0 | 0.6 | -4 | 1.1 | -9
Cc1nc2sc(C(=O)Nc3ccccc3Cc3ccccc3)c(C)c2c(=O)[nH]1 | 41 | -6 | 0.1 | 1 | 0.8 | 0.4 | 19 | 1.2 | 4
Cn1c(=O)c(C(=O)COc2ccc(F)cc2Cl)c(N)n(Cc2ccccc2)c1=O | -29 | -2 | 2.0 | 4 | 0.5 | 1.6 | -33 | 0.0 | -20
COc1ccc(/C=N/NC(=O)CCN2CCCCC2c2cccnc2)cc1Cn1cc([N+](=O)[O-])cn1 (centres undefined) | -3 | -2 | -1.1 | 0 | -0.9 | -0.1 | -23 | -0.6 | 2
COc1ccc(/C(O)=C2/C(=O)C(=O)N(c3ncccn3)C2c2ccc(F)cc2)cc1 (centres undefined) | 12 | -5 | -0.2 | -2 | -0.6 | 0.8 | 11 | 1.3 | 5
O=C(Cc1cccc2ccccc12)N1CCCc2ccccc21 | 16 | 1 | -1.5 | 6 | 1.4 | -0.2 | 27 | 0.3 | 7
CCc1nnc(NS(=O)(=O)c2ccc(N/C=C/C(=O)c3ccc(OC)cc3)cc2)s1 | -111&-58 | -4 | 1.8 | -2 | -1.6 | 1.2 | -33 | 0.7 | -8
O=C(CSC1c2ccccc2C(=O)N1c1ccccc1)N1CCOCC1 (centres undefined) | 9 | -4 | 0.2 | 2 | -1.1 | 1.1 | -9 | 0.8 | -17
O=C(CN1CCN(c2ccc(Cl)cc2)CC1)N1CCCC1 | -8&1 | -4 | -0.5 | 1 | 1.3 | 1.0 | -2 | 0.5 | -4
Cc1ccccc1Cn1c(=O)n(-c2ccccc2)c(=O)c2ccc(C(=O)NCc3ccco3)cc21 | 29 | -2 | -0.4 | 6 | 3.7 | -0.2 | 0 | 1.6 | 3
Cc1sc2nc(C3CC3)nc(SCC(=O)N3CCCc4ccccc43)c2c1C | 26 | 2 | 1.5 | 3 | 1.7 | 1.3 | 34 | -0.2 | -12
CCOC(=O)c1c(N)sc2c1C1CCN2CC1 | 0 | -4 | -0.7 | 0 | -0.9 | 0.3 | -14 | 0.6 | -7
Cc1cc(C(=O)CSc2nnc(-c3cccc(F)c3)n2N)c(C)n1Cc1ccc2c(c1)OCO2 | -9 | -3 | 2.0 | 8 | 0.0 | 0.9 | -154 | -0.4 | -10
